TPT1 inhibitor = C. albicans TPT1 enzyme inhibition | recombinant caTPT1, FP RNA substrate dephosphorylation | inhibition, % at 5 µM | 300,000 compounds, 0.81% hits;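 active = inhibition above the mean of all tested compounds plus 3 SD, set per screening campaign, cut at about 24% in these data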;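 note: plate controls were DMSO alone for no effect and ferristatin control at 100 nM for full effect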
procasp3 activ = activators of human procaspase-3; P42574; recombinant procaspase-3 D3A, Ac-DEVD-pNA absorbance 405 nm; activation, % at 8.5 µM; 330,000 compounds, 0.11% hits;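 active = activation above the mean of all tested compounds plus 3 SD, cut at about 21% in these data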;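 note: 0% = DMSO alone and 100% = DMSO wells spiked with extra 5 µM PC-3 D3A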
Target sequence (P42574 whole entry D9A/D28A/D175A): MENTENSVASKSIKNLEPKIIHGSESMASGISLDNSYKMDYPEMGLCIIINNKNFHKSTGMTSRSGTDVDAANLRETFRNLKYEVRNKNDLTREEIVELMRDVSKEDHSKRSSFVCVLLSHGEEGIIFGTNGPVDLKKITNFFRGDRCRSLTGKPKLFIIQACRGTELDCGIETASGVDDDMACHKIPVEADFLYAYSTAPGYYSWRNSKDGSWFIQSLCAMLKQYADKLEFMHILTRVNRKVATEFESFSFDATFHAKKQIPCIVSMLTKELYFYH
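material = Procaspase-3 D3A mutant | probe or stimulus = Ac-DEVD-pNA | compound = single dose, 8.5 µM nominal compound, 0.8% DMSO | timing = 1 h preincubation, 2 h reaction | measured by = 405 nm absorbance of p-nitroaniline, reads at 0 and 120 min | benchmarks = DMSO-only low control, 5 µM PC-3 D3A high control | repeats = singlicate, each compound tested once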
PP1 inh = blocks human PP1-alpha phosphatase, a PP5 counter-screen; P62136; purified PP1alpha, OMFP fluorescence; inhibition, % at 6.7 µM; 320,000 compounds, 0.9% hits; AID 2235;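 active = inhibition above the mean inhibition of all tested compounds plus 3 SD, computed separately for each screening campaign, cut at about 15% in these data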
procasp7 counter = activates human procaspase-7, counter-screen for procaspase-3 activators; activation, % at 8.5 µM; recombinant procaspase-7, Ac-DEVD-pNA absorbance 405 nm; D23A/D198A/D206A triple mutant, cannot self-cleave; scale: DMSO 0, 5 µM enzyme 100; AID 463210; 330,000 compounds, 0.093% hits;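 active = percent activation above the screen-wide mean plus 3 SD, cut at about 25% in these data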
Target sequence (P55210 whole entry D23A/D198A/D206A): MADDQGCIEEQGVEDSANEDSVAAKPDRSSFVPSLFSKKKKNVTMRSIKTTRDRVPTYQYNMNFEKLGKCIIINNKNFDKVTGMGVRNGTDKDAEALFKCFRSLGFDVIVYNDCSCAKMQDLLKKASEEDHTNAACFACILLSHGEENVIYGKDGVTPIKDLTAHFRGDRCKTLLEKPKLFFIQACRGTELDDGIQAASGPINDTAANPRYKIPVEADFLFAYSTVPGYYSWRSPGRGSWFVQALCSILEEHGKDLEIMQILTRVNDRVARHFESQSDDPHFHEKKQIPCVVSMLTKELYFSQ
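Test system: Procaspase-7 triple mutant (PC-7 D3A). Also added: Ac-DEVD-pNA substrate, 400 µM as added. Schedule: 1 h enzyme–compound preincubation and 2 h substrate reaction, both 25 °C. Signal: p-Nitroaniline absorbance at 405 nm, read at 0 and 120 min. Control set: low DMSO alone, high DMSO plus 5 µM PC-7.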
CTSL1 counter = counter-screen for PFM18AAP inhibitors: inhibitors of F. hepatica cathepsin L1 | recombinant F. hepatica cathepsin L1, Z-Leu-Arg-MCA fluorescence | inhibition, % at 5.96 µM | 300,000 compounds, 0.49% hits | AID 1906;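 active = inhibition above the mean of all tested compounds plus 3 SD, set per screening campaign, cut at about 17% in these data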;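 note: 0% = plate median of test compound wells and 100% = 1 µM Z-Phe-Ala-diazomethylketone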
GASC-1 inh = blocks human GASC-1 demethylase activity. Q9H3R0. GST-JMJD2C(1-420) H3K9me3 demethylation, DELFIA europium. inhibition, % at 2.35 µM. 330,000 compounds, 0.069% hits. AID 2099;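 active = more than half of a compound's replicate wells show inhibition beyond 50%, single wells judged on their own value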;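 note: signal counts dimethyl H3K9 product captured on neutravidin plate; 0% = median of DMSO wells and 100% = 0.3 times that DMSO median; strong numbers were not always called active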
Efflux pump inh = antifungal efflux pump inhibition, Nile Red retention | AID 485275 | 330,000 compounds, 0.44% hits | inhibition, % at 10 µM | S. cerevisiae Candida pump triplex;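 active = plate passing quality check with inhibition over a set limit, or well fluorescence over plate mean plus 4 SD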;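 note: Nile Red retained in pooled yeast measured as flow cytometry median fluorescence; 0% = buffer negative control and 100% = Enniatin B positive control; higher means more Nile Red kept so more efflux inhibition; some compounds called inactive have numbers as strong as hits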
PP5 primary = inhibitors of human protein phosphatase 5 (PP5); purified PP5c, OMFP substrate fluorescence; P53041; AID 1987; 320,000 compounds, 0.18% hits; inhibition, % at 6.7 µM;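 active = inhibition above the campaign's mean inhibition across all tested compounds plus 3 SD, cut at about 9.5% in these data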;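 note: 0% = DMSO only and 100% = 100 µM cantharidin control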
Target sequence (P53041 whole entry, looked up): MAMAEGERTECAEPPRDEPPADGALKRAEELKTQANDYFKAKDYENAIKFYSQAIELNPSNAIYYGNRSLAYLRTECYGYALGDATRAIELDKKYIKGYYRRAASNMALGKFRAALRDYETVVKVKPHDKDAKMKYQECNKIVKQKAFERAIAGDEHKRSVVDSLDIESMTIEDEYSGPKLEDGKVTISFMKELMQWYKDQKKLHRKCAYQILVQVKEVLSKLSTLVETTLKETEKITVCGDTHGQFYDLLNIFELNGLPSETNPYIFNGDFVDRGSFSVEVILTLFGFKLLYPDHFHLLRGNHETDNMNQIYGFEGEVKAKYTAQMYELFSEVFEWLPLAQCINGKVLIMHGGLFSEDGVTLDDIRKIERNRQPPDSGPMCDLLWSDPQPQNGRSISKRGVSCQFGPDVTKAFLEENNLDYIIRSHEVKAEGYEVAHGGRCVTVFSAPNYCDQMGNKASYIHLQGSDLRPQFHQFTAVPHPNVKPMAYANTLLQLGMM
core dimer inh = HCV core protein dimerization inhibition; TR-FRET GST/Flag-core106 dimerization, 1536-well; inhibition, % at 5 µM; 300,000 compounds, 0.33% hits; AID 1899;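 active = inhibition above the mean of all tested compounds plus 3 SD, set per screening campaign, cut at about 45% in these data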
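System – GST-tagged and Flag-tagged HCV core protein residues 1-106 · Repeats – one well for each compound · Technique – TR-FRET 671 and 617 nm emission · Doses – one concentration, 5 µM, in 0.5% DMSO · Times – 4 h, 22.5 °C incubation · Also added – Eu donor and XL665 acceptor anti-tag antibodies · Measure – percent inhibition of core106 dimerization signal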
Starred values were filed as active, the others as inactive; / = not tested or not shown; & = joins results of further samples.

The line under a structure holds: TPT1 inhibitor	procasp3 activ	PP1 inh	procasp7 counter	CTSL1 counter	GASC-1 inh	Efflux pump inh	PP5 primary	core dimer inh
> COc1ccccc1NC(=O)N1CCN(c2cccc(C(F)(F)F)c2)CC1
→ -2	2	-2	6	-3	-8	-0.1	2.1	-4
> CC(=O)c1c(COC(=O)c2ccc(F)cc2)nc2ccccc2[n+]1[O-]
→ -1	4	0	1	-3	5	0.0	0.3	2
> CC(C)(C)NCC(O)COc1ccccc1C(C)(C)C (stereo not given)
→ -4	2	-1	10	-1	10	0.0	0.4	3
> O=C(Nc1cc2c3c(c1)C1CCCC1CN3CC1CCCC21)c1ccccc1 (stereo not given)
→ 9	1	15	2	-2	-5	0.1	2.8	30
> Nc1ncnc2c1CCC2
→ -4	6	-3	3	2	10	-0.1	2.4	-3
> COc1ccc(-c2noc(CSc3ccc(C)cc3)n2)cc1
→ -5	3	1	0	1	0	0.2	-2.1	-6
> COc1ccc(C)cc1Nc1n[n+](-c2ccccc2)c(-c2c(OC)ccc3ccccc23)s1
→ -1	-1	11	5	6	-2	0.0	0.3	11
> Cc1cccc2sc(NNC(=O)c3ccc(S(=O)(=O)N4CC(C)CC(C)C4)cc3)nc12 (stereo not given)
→ -5	-16	23*	-38	2	7	-0.1	2.6	26
> COCCN1C(=O)N[C@@H](CCc2ccccc2)[C@H](C(=O)OC)[C@H]1C
→ -6	-2	-2	-1	9	-8	0.0	0.2	-23
> CCOc1cc2[nH]c(=S)n(CCOC)c(=O)c2cc1OCC
→ 3	8	1	-2	2	4	0.0	2.8	3
> CCCS(=O)(=O)c1cn2cccc(N)c2c1S(=O)(=O)CCC
→ -31	-20	0	-29	15	-10	-0.3	-0.6	-2
> CC1S/C(=N/N=C/c2ccco2)NC1=O (stereo not given)
→ 0	-2	-3	12	1	15	-0.2	0.3	-5
> O=C(Cn1nc(-c2ccccc2)ccc1=O)Nc1ccc(N2CCN(C(=O)c3cccs3)CC2)cc1
→ 0	5	6	1	-4	4	-0.1	2.9	21
> COc1ccc2cc(C(=O)C3CCCN(C(=O)c4cccnc4)C3)ccc2c1 (stereo not given)
→ -3	-2	-4	9	0	13	-0.1	-2.2	2
> O=S(=O)(NC1CCCCC1Oc1ccccc1)c1ccccc1 (stereo not given)
→ 6	1	3	6	1	11	0.1	3.0	-2

An excerpt of these results, field by field.
> CC1S/C(=N/N=C/c2ccco2)NC1=O (stereo not given)
  TPT1 inhibitor: 0 | procasp3 activ: -2 | PP1 inh: -3 | procasp7 counter: 12 | CTSL1 counter: 1 | GASC-1 inh: 15 | Efflux pump inh: -0.2 | PP5 primary: 0.3 | core dimer inh: -5
> O=C(Cn1nc(-c2ccccc2)ccc1=O)Nc1ccc(N2CCN(C(=O)c3cccs3)CC2)cc1
  TPT1 inhibitor: 0 | procasp3 activ: 5 | PP1 inh: 6 | procasp7 counter: 1 | CTSL1 counter: -4 | GASC-1 inh: 4 | Efflux pump inh: -0.1 | PP5 primary: 2.9 | core dimer inh: 21
> COc1ccc2cc(C(=O)C3CCCN(C(=O)c4cccnc4)C3)ccc2c1 (stereo not given)
  TPT1 inhibitor: -3 | procasp3 activ: -2 | PP1 inh: -4 | procasp7 counter: 9 | CTSL1 counter: 0 | GASC-1 inh: 13 | Efflux pump inh: -0.1 | PP5 primary: -2.2 | core dimer inh: 2
> O=S(=O)(NC1CCCCC1Oc1ccccc1)c1ccccc1 (stereo not given)
  TPT1 inhibitor: 6 | procasp3 activ: 1 | PP1 inh: 3 | procasp7 counter: 6 | CTSL1 counter: 1 | GASC-1 inh: 11 | Efflux pump inh: 0.1 | PP5 primary: 3.0 | core dimer inh: -2

Later entries.
The line under a structure holds: TPT1 inhibitor	procasp3 activ	PP1 inh	procasp7 counter	CTSL1 counter	GASC-1 inh	Efflux pump inh	PP5 primary	core dimer inh
> Cc1c(-c2ccccc2)c(=O)oc2ccc(O)cc12
→ 1	4	-1	-3	2	-4	-0.1	1.0	0
> O=C1N(Nc2ccccc2)C(c2ccc(Br)cc2)C12CCCCC2 (stereo not given)
→ 3	-1	1	-7	4	-9	0.2	0.1	-6
> COc1ccc(-c2cc(C(=O)OCC(=O)NC3CC3)c3ccccc3n2)cc1
→ /	44*	0	26*	/	6	-0.1	2.3	/
> O=C(COc1cccc(Br)c1)N/N=C1\CCCc2ccccc21
→ -4	1	-2	-10	-6	-5	-0.3	3.1	1
> Cc1cc(C)n2nc(SCc3nnc(-c4ccc(F)cc4)o3)nc2n1
→ 6	-8	14	-7	-4	1	-0.1	-2.0	11
> COc1ccc(/C=C/C(=O)NC(C)C)cc1Br
→ 1	3	1	0	-3	-6	-0.1	4.9	0
> COc1cccc(/C=C/C(=O)NNC(=O)c2cc(C)oc2C)c1
→ 0	-3	2	2	2	11	0.0	-0.9	4
> Cn1cnnc1SCC(=O)Nc1nc(-c2ccc(F)cc2)cs1
→ 0	-5	1	7	-2	7	-0.2	-0.2	-3
> Cc1ccc2cc(CN(CC3CCCO3)C(=O)c3cccs3)c(=O)[nH]c2c1 (stereo not given)
→ 1	0	-5	-2	3	3	0.0	0.1	0
> O=C(NCc1ccccc1Cl)C(=O)NCC1OCCCN1S(=O)(=O)c1cccs1 (stereo not given)
→ 7	-4	-2	-4	3	-23	0.1	3.6	18
> Cc1c(NC(=O)COC(=O)c2c3c(nc4ccccc24)CCCC3)c(=O)n(-c2ccccc2)n1C
→ 2	-4	-2	-1	8	-3	-0.3	-1.7	-1
> CSc1nc(-c2cccs2)c(C#N)c(=O)[nH]1
→ 2	-21	-9	0	-1	-2	-0.2	-0.5	10
> CCCc1nc(SCC(=O)Nc2ccccc2)c2c(=O)n(C)c(=O)n(C)c2n1
→ -5	4	-7	-2	-2	1	0.0	1.7	13
> CC(C)(C)C(=O)Nc1ccc(NC(=O)C(C)(C)C)cc1
→ 3	-3	-4	2	1	16	-0.2	1.4	-3
> CC(=O)COC(=O)c1cc(-c2ccc(C)cc2)nc2ccccc12
→ 1	6	-1	-1	-15	2	0.0	4.2	8
> CN(Cc1nc(-c2ccncc2)no1)S(=O)(=O)c1ccccc1
→ 0	14	-2	3	-5	-3	-0.3	0.6	-7
> CCOc1ccc(NC(=O)COC(=O)Cn2cnc3ccccc32)cc1
→ /	2	/	12	/	-5	0.0	/	/
> O=C(c1cc(Sc2ccc(Cl)cc2)nc2ccccc12)N1CCN(c2ccccn2)CC1
→ -4	4	0	15	2	-7	0.0	1.5	10
> NC(=O)COC(=O)c1cc(Cl)cc(Cl)c1N
→ 0	-3	-2	4	-4	4	-0.2	1.6	1
> CC(=O)Oc1ccc(-c2csc(Nc3cccc(C)n3)n2)cc1
→ 1	-4	0	7	-8	4	0.0	2.2	7
> Cc1cccc(C(=O)NCCC(=O)NCc2ccccc2Cl)c1
→ /	-1	-2	5	/	6	-0.3	2.8	/
> O=C(CN(c1ccccc1)S(=O)(=O)c1ccccc1)N1CCN(Cc2ccc3c(c2)OCO3)CC1
→ 2	6	2	1	-1	-12&3	0.0	-0.4	8
> Cc1cc(NCCCn2ccnc2)n2nc(C)c(-c3ccccc3)c2n1
→ -1	1	1	9	3	-2	-0.1	-0.9	-3
> COc1ccc(S(=O)(=O)NCc2cccnc2)cc1NC(=O)c1ccccc1
→ -4	-9	-2	1	-3	2	0.1	-1.0	-15
> O=C(Nc1ccccc1C(=O)NCCN1CCOCC1)c1ccco1
→ 10	-1	1	-11	6	5	0.0	0.0	0
> CN(C)/C=C/C(=O)c1ccc(C(F)(F)F)cc1F
→ 1	1	-2	2	-3	14	0.0	-0.3	1
> CCC(C)NC(=O)C(=O)NCc1ccccn1 (stereo not given)
→ -1	2	-4	10	0	13	0.0	-1.9	1
> S=C(c1nc2ccccc2[nH]1)N1CCOCC1
→ -2	3	-2	-7	-3	8	0.0	1.0	-3
> COc1cc(CNCc2c[nH]c3ccccc23)cc(OC)c1
→ 1	9	5	-3	-2	-8	0.1	1.0	-2
> O=C(/C=C/c1ccc2ccccc2n1)N1CCN(c2ccccc2)CC1
→ 12	2	1	2	6	-9	0.2	2.9	45
> O=C(O)CCC(=O)NCC(=O)c1ccc(F)cc1
→ 0	11	3	4	14	12	0.2	0.3	-1
> Cc1cccc(NC(=O)CC2(CC(=O)O)CCCC2)c1
→ 1	0	0	0	-1	-3	0.0	0.7	0
> Cc1noc(C(=O)NCc2cccnc2)c1Cl
→ 2	4	-3	4	4	-21	0.9	1.9	-33
> Cc1cccc(NC(=O)c2cc3cc([N+](=O)[O-])ccc3s2)n1
→ 2	-2	1	-8	-6	-7	1.1*	-1.8	8
> COc1cc2c(cc1O)C(Cc1ccc(O)cc1)NCC2 (stereo not given)
→ -4	7	-7	-2	0	-1	0.0	2.9	-4
> CCOC(=O)Nc1ccc(Cc2ccncc2)cc1
→ 4	-9	-5	-4	-3	-23	0.1	2.6	4
> Cc1sc2ncnc(SCC(=O)NCC(C)C)c2c1C
→ -3	-10	6	0	-6	16	0.2	-3.9	-2
> O=C1N=C(N2CCN(c3cccc4ccccc34)CC2)S/C1=C/c1cccs1
→ 1	-9	24*	2	1	16	0.1	3.2	67*
> COc1ccc(-c2cc(C3CCN(C(=O)OC(C)(C)C)CC3)[nH]n2)cc1
→ 1	3	2	-11	-4	3	0.1	4.5	-2
> COc1ccc(S(=O)(=O)N2CCC3(CC2)OCCN3S(=O)(=O)c2ccc(OC)cc2)cc1
→ 0	-7	1	0	2	6	0.0	3.7	8
> CC(C)(O)C#Cc1ncc(C(F)(F)F)cc1Cl
→ -1	-3	1	-9	2	20	0.1	0.6	1
> Clc1ccc(-n2ncc3c(NCc4ccco4)ncnc32)cc1
→ -1	6	6	-8	1	2	-0.2	4.8	-4
> CCOC(=O)c1c(C)[nH]c(C(=O)COC(=O)CNC(=O)C2CCCCC2)c1C
→ -2	6	1	-1	27*	-2	-0.1	0.3	3
> O=C(O)CCC(=O)Nc1ccccc1C(=O)Nc1ccccc1
→ 2	-9	-2	11	-1	-2	0.1	2.3	-6
> COCCCNC(=O)C1C2C=CC3(CN(Cc4ccc(C)cc4)C(=O)C13)O2 (stereo not given)
→ 0	-83	0	-4	0	3	0.1	2.8	1
> O=S(=O)(Nc1c(O)ccc2ccccc12)c1ccccc1
→ -1	-15	0	-21	-5	-19	-0.1	2.4	1
> COc1ccc(C(C(=O)NC2CCCC2)N(C(=O)c2snc(-c3ccc(F)cc3)c2N)c2ccccc2)cc1 (stereo not given)
→ 3	3	-2	-10	2	0	-0.2	0.1	38
